# Source: PubChem (National Center for Advancing Translational Sciences (NCATS))
# ALOX15B inhib: 15-hLO-2 (ALOX15B) enzyme inhibition. purified 15hLO-2, xylenol orange hydroperoxide absorbance. Potency, µM (series often up to 57.1 µM), for inactives: at the top dose activity change, negative = inhibition, hits mostly inhibitors. 110,000 tested, 0.56% active; further: potency means the concentration at half of the fitted maximal effect; nearly all actives have a fitted effect of over 60% in size; many of its hits are not listed in these tables
#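 Enzyme 50 nM, AA 45 uM, 25 mM Hepes pH 7.5 + 0.01% Triton X-100; cpd preinc 15 min RT, rxn 90 min RT; stop/detect with 200 uM XO + 300 uM Fe(II) in 50 mM H2SO4, 30 min; A573/A405.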
# PNC inhibitor: blocks assembly of the perinucleolar compartment; 140,000 tested, 3.1% active; PC3M PTB-GFP, PNC prevalence imaging, 16 h; active compounds read low; activity change (PNC), negative = inhibition, % at 10 µM;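 active means readout at or below -70, meaning at least 70% loss of cells showing the perinucleolar compartment, a nuclear body marking cancer cells; inconclusive means readout between -30 and a set limit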;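 further: plate controls were DMSO wells for no effect and camptothecin positive control wells for full effect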
#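 Compounds are pinned in duplicate onto adhered PC3M cells stably expressing GFP-tagged PTB and incubated 16 h at 37 C. Cells are then fixed, nuclei stained with Hoechst, and PNC-positive cells counted.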
# ALOX12 inhib: 12-hLO (ALOX12) enzyme inhibition; Potency, µM (highest dose often 57.1 µM), without a hit: at the top dose activity change, negative = inhibition, usual class: inhibitors; 150,000 tested, 0.12% active; P18054; purified 12-hLO, xylenol orange hydroperoxide absorbance; further: potency means the concentration at half of the fitted maximal effect; nearly all actives have a fitted effect of over 55% in size; many of its hits are not listed in these tables
# Target sequence (P18054 whole entry, looked up): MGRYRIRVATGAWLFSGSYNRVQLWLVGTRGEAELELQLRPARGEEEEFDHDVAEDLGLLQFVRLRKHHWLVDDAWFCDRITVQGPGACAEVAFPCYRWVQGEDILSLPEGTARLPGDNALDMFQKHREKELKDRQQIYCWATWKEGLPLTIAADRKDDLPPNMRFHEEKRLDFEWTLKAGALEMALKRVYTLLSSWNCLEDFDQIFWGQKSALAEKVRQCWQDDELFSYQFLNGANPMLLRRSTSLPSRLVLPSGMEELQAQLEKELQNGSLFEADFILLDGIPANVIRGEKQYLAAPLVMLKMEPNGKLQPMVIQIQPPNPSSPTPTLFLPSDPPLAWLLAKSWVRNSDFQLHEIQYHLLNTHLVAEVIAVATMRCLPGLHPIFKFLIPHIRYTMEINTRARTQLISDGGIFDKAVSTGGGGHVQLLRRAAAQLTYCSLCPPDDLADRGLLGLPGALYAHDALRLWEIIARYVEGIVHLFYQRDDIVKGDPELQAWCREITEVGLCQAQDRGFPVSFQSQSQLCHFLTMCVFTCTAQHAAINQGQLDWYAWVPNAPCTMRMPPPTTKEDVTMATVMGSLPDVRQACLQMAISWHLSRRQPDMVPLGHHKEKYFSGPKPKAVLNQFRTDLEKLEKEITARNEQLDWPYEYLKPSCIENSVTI
#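 150 nM 12hLO, 25 mM Hepes pH 7.0 + 0.01% Triton X-100; cpd preinc 15 min RT; 40 uM arachidonic acid, 30 min RT; Fe-XO 30 min; A573/A405 ratio as read-out.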
# IMPase cell inh: IMPase inhibition in cells. CHO-M1 cells, IP1 accumulation, HTRF TR-FRET ratio. inhibition (IP1 accumulation), % at 46.1 µM. P97697. 120,000 tested, under 10 active; active means well fitted curve in the direction sought with a large enough effect in the signal ratio, not every such curve was filed as active; inconclusive means small, poorly fitted or top-dose-only effect, or a change in a side signal; inactive means no such curve, though single readings can be large or run the other way; the % refers to the signal ratio;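 further: cells stimulated with carbachol in lithium chloride buffer; plate controls were DMSO basal wells for no effect and reference inhibitor wells for full effect; higher means more IMPase inhibition seen as more IP1 and lower FRET ratio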
# Target sequence (P97697 whole entry, looked up): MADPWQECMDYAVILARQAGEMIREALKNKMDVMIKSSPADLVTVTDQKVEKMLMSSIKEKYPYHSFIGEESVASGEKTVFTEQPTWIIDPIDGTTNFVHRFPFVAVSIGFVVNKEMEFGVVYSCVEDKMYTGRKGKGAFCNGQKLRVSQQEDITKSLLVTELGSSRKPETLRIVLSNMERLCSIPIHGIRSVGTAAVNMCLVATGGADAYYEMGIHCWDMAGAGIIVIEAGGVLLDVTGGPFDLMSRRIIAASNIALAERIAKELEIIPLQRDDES
#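 Seeded CHO-M1 cells were dosed with compound at up to 46 uM, stimulated with carbachol for 30 min, then lysed in IP-One detection reagents. Higher IP1 lowers the TR-FRET signal.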
# * = called active by the depositor; ? = inconclusive; . = not tested or not shown; [ ] = remark or other dose. Unless noted, the call rests on the fitted dose curve; in most records, active means well fitted curve in the direction sought with a large enough effect; inconclusive means small, poorly fitted or top-dose-only effect, or another doubt; inactive means no such curve, though single readings can be large; an effect the other way counts as inactive or inconclusive. Unless noted, on the % scale 0 is the no-effect control and ±100 the full control effect. An excerpt, so the mix of outcomes need not match the whole.
SMILES,ALOX15B inhib,PNC inhibitor,ALOX12 inhib,IMPase cell inh
COc1ccc(C/C(N)=N/OC(=O)C(c2ccccc2)c2ccccc2)cc1OC,-1%,-5,-13%,1
Cn1cnnc1SCC(=O)Nc1ccc2nc(SCc3ccccc3F)sc2c1,13%,-13,5%,-4
CCCCCOc1ccc(NC(=O)CSc2cccc3cccnc23)cc1,.,?,2%,.
Cc1ccc2c(CC(=O)NC3CCCc4ccccc43)coc2c1 (stereo not given),.,-29,-4%,-14
NC(=O)c1ccsc1NC(=O)COC(=O)Cc1ccsc1,0%,-11,1%,-2
c1ccc(Nc2ccccc2Nc2ccccn2)nc1,.,118,-1%,-2
CCOC(=O)c1c(-c2ccccc2)cn2ccccc12,-14%,38,-1%,-4
Cc1ccc(NC(=O)CSCC(=O)Nc2ncc3c(n2)CC(c2ccco2)CC3=O)cc1 (stereo not given),6%[2.29 µM],-85*,-9%,2
COCCCNC(=O)CN1C(=O)/C(=C\c2ccc(C)cc2)Sc2ccccc21,.,5,4%,.
CCOC(=O)N1CCN(c2ncnc3c2oc2nc(C(C)C)c4c(c23)CCC4)CC1,10%,12,-3%,3
CCOc1ccc(C2C=C(c3ccc(C)cc3)Nc3nnnn32)cc1 (stereo not given),-13%,?,-9%,-3
O=C(O)CCCSc1ccccc1,0%[11.4 µM],.,1%[11.4 µM],.
NC(=O)NCCS[C@H]1CCCC[C@@H]1O,-1%[11.4 µM],.,3%[11.4 µM],.
COc1ccc(CNC(=O)NCc2ccc(OC)c(OC)c2)cc1OC,13%,?,-3%,3
COc1ccc2oc(C)c(C(=O)NN)c2c1,-16%,11,3%,11
COC(=O)C1=C(C)NC(=S)N(C(C)=O)C1c1ccc(OC)c(OC)c1 (stereo not given),.,?,0%,.
C=CCSc1nc2sc(C)c(C)c2c(=O)n1CC=C,.,?,0%,5
CC[C@]1(C)CC(=O)NC1=O,9%[25.6 µM],.,3%[25.6 µM],-1[20.6 µM]
COCCCNC(=O)c1cccn2c(=O)c3cc4ccccc4cc3nc12,-22%,?,-21%,5
O=C(Cc1ccc(-n2c(=S)[nH]c3ccccc3c2=O)cc1)N1CCC(N2CCCCC2)CC1,0%,37,-1%,9
CN(c1cccc(NC(=O)COc2ccccc2)c1)S(C)(=O)=O,10%[2.29 µM],-111*,-11%,-5
Cc1ccc2nc(CSc3nnc(Nc4ccccc4F)s3)cc(=O)n2c1,.,18,-4%,-1
COC(=O)CN1C(=O)C2(OCCCO2)c2cc(Br)ccc21,-4%,-4,-5%,1
CC(C)CN(C(=O)COC(=O)c1cc2c(s1)CCC2)C1CCS(=O)(=O)C1 (stereo not given),-1%,?,-3%,7
COc1ccc(S(=O)(=O)n2ccc(-c3ccc(OCCN(C)c4ccccn4)cc3)n2)cc1,.,38,3%,8

# Sorted by heavy-atom count (lowest first): 4 of the compounds above.
SMILES,ALOX15B inhib,PNC inhibitor,ALOX12 inhib,IMPase cell inh
NC(=O)NCCS[C@H]1CCCC[C@@H]1O,-1%[11.4 µM],.,3%[11.4 µM],.
COC(=O)CN1C(=O)C2(OCCCO2)c2cc(Br)ccc21,-4%,-4,-5%,1
CN(c1cccc(NC(=O)COc2ccccc2)c1)S(C)(=O)=O,10%[2.29 µM],-111*,-11%,-5
Cc1ccc2c(CC(=O)NC3CCCc4ccccc43)coc2c1 (stereo not given),.,-29,-4%,-14

# (cont.)
SMILES,ALOX15B inhib,PNC inhibitor,ALOX12 inhib,IMPase cell inh
COc1ccc(C(=O)CSc2nc3ccc([N+](=O)[O-])cc3[nH]2)cc1,.,-20,2%,-4
COC(=O)c1cc(NC(=O)CC2NCCNC2=O)cc(C(=O)OC)c1 (stereo not given),7%,16,-3%,3
Cc1cc(Nc2nc3ccccc3nc2Cl)n(-c2ccccc2C)n1,4%,22,-4%,17
CCCCC1(C(=O)OCC)CC(CN2CCOCC2)OC1=O (stereo not given),-6%,-22,-2%,-3
CN(C)C(CNC(=S)Nc1ccccc1)c1cccnc1 (stereo not given),.,?,-1%,-4
Cc1ccc(CSc2nc3ccccc3c(=O)n2Cc2ccco2)cc1,.,-10,5%,3
Cc1ccc(OCCOc2ccc(Br)cc2)c([N+](=O)[O-])n1,.,-22,-5%,.
Cc1ccc(CN(c2ccc(C(=O)NCc3cccnc3)cc2)S(C)(=O)=O)cc1,2%,-8,-3%,-2
CC(C)(C)NC(=O)C(c1ccccc1)N(Cc1cccs1)C(=O)c1csnn1 (stereo not given),.,31,-7%,20
O=C1CC(c2ccccc2Cl)Cc2c1cnn2-c1nc2ccccc2s1 (stereo not given),.,-5,-5%,-6
CCn1cc(C(=O)NCc2ccccc2Cl)cn1,.,?,3%,.
COc1ccc(CSc2nc(C)cc(=O)[nH]2)cc1Br,-6%,-22,-4%,6
c1n[nH]c(NC2=NCCC2)n1,24%,7,8%,-6
NC(=O)C1CCN(C(c2ccccc2Cl)c2nnnn2CC2CCCO2)CC1 (stereo not given),-4%,4,-3%,4
COC(=O)CSc1nc(SCc2ccccc2Cl)nc2c1CCCC2,1%,?,1%,2
COc1ccc(C(=O)/C=C/C(=O)N(Cc2ccc(F)cc2)C(C(=O)NC2CCCCC2)c2ccncc2)c(O)c1 (stereo not given),.,17,-3%,.
Cc1c(C(=O)Nc2nc3ccccc3[nH]2)cccc1[N+](=O)[O-],.,?,-2%,7
CCCCCc1nnc(NS(C)(=O)=O)s1,.,-24,0%,.
Cc1cc(C2(c3cc(C)c(NC(=O)CN4CCOCC4)c(C)c3)CCCCC2)cc(C)c1NC(=O)CN1CCOCC1,-8%,-3,5%,-6
Cc1ccc(N2CCN(CCc3nc4cc(NS(C)(=O)=O)ccc4n3C)CC2)cc1,27%,?,-8%,11
Cn1c(=O)c2c(nc(N3CCCCC3)n2CCCNC2=NCCCC2)n(C)c1=O,5%,30,-2%,-1
COCCn1c(=O)c(C)nc2cnc(OCc3ccccc3)nc21,-3%,.,5%,.
COc1cc(C2Nc3ccccc3C(=O)N2c2ccc3c(c2)OCCO3)ccc1OCC(C)C (stereo not given),3%,12,-11%,19
CC1(C)CC(=O)c2c(-c3cccs3)n[nH]c2C1,-9%,30,4%,-2
Cc1ccc(-c2nc3ccc(C(=O)O)cc3nc2-c2ccc(C)cc2)cc1,-9%,64,0%,-21

# PNC inhibitor: what is marked active above
compound	ALOX15B inhib	PNC inhibitor	ALOX12 inhib
Cc1ccc(NC(=O)CSCC(=O)Nc2ncc3c(n2)CC(c2ccco2)CC3=O)cc1 (stereo not given)	6%[2.29 µM]	-85*	-9%
CN(c1cccc(NC(=O)COc2ccccc2)c1)S(C)(=O)=O	10%[2.29 µM]	-111*	-11%

# Other compounds
SMILES,ALOX15B inhib,PNC inhibitor,ALOX12 inhib,IMPase cell inh
CCN(CC)c1ccc(-c2nn3c(-c4cccnc4)nnc3s2)cc1,56%[activator],?,-1%,14
CN(C)c1cccc(N=C2C=C(N3CCOCC3)CC(C)(C)C2)c1,-4%,?,-1%,2
COc1ccc(C2CC(=O)Oc3cc(O)ccc32)cc1 (stereo not given),0%[0.0915 µM],.,-4%[0.00818 µM],.
COC(=O)c1ccccc1N1C(=O)[C@@H]2C(c3ccc(Br)cc3)=NO[C@@H]2C1=O,-6%,47,-12%,-9
CCSc1nnc(NC(=O)C(C)C)s1,2%,-24,3%,5
CCn1nc(NC(=O)c2ccncc2)c2cc3ccccc3nc21,-7%,?,-9%,13
COC(=O)c1ccc(N2C(=O)c3cc(N4CCOCC4)c([N+](=O)[O-])cc3C2=O)cc1,.,?,-1%,-8
O=C(NCC1CCCO1)C1CCN(c2ccc(S(=O)(=O)N3CCCC3)cc2)CC1 (stereo not given),1%,-11,1%,11
CC1CCN(CCOCCOc2ccccc2-c2ccccc2)CC1,.,50,1%,.
COC(=O)c1nn(-c2ccccc2)c(Sc2ccccc2)c1/C=N/O,-23%,43,-2%,11
CCC(=O)[C@@H](c1ccccc1)c1ccccn1,-7%[11.4 µM],.,9%[11.4 µM],.
CO[C@@]12C[C@@H](COC(=O)c3cncc(Br)c3)CN(C)[C@H]1Cc1cn(C)c3cccc2c13,26%,.,-9%,9
CCCCN(CC)CCNC(=O)C1c2cc(OC)c(OC)cc2C(=O)N2CCc3ccccc3C12 (stereo not given),18%,59,0%,1
Cc1cc(C)nc(SCc2cc(=O)c(OC(=O)c3ccc(Cl)c([N+](=O)[O-])c3)co2)n1,.,16,3%,2
COCCCN(C(=O)c1cccnc1SC)c1c(N)n(Cc2ccccc2)c(=O)[nH]c1=O,0%,16,1%,-2
C[C@@](N)(Cc1c[nH]c2ccccc12)C(=O)O,-6%[11.4 µM],.,2%[11.4 µM],.
COc1ccc2c(c1)c(CC(=O)OCC(=O)O)c(C)n2C(=O)c1ccc(Cl)cc1,-22%,.,-2%,0[20.6 µM]
COc1ccccc1N1CCN(C(=O)c2cc3c(s2)CCC3)CC1,-13%,32,-1%,3
Cc1cccc(N(CC(N)=O)C2SC(=O)N(c3ccccc3)C2=O)c1 (stereo not given),-13%[11.4 µM],?,2%,3[1.84 µM]
Oc1ccc(Nc2nc(-c3ccc4ccccc4c3)cs2)cc1,-6%,?,-24%,6
NC(=O)c1ccc(C(=O)c2ccc([N+](=O)[O-])cc2)cc1,.,?,0%,.
Oc1ccccc1Nc1ncnc2c1oc1ccccc12,-1%,-28,4%,8
CCc1ccc2nc3c(c(C(=O)O)c2c1)CCC3,2%,?,-6%,-9
N#C/C(=C\c1ccc([N+](=O)[O-])cc1)c1nc(C2CC2)cs1,.,21,6%,.
CC(=O)n1c2ccccc2c2ccccc21,.,59,0%,-9

# Taken from above:
# `Cc1ccc(CSc2nc3ccccc3c(=O)n2Cc2ccco2)cc1` @ ALOX12 inhib = 5%
# `CCC(=O)[C@@H](c1ccccc1)c1ccccn1` @ ALOX12 inhib = 9%[11.4 µM]
# `c1ccc(Nc2ccccc2Nc2ccccn2)nc1` @ PNC inhibitor = 118

# Continuation:
SMILES,ALOX15B inhib,PNC inhibitor,ALOX12 inhib,IMPase cell inh
CCC(C)NC(=O)CSc1nc2ccsc2c(=O)n1NC(=O)c1ccccc1 (stereo not given),-5%,-5,-1%,-3
NCCCc1ccc2oc3ccccc3c2c1,10%[11.4 µM],.,4%[11.4 µM],.
Cc1ccc(S(=O)(=O)N[C@H](C(=O)N2CCC3(O)CCCCC3C2)c2ccccc2)cc1 (stereo not given in full),-2%,-25,6%,-5
CN/C(=C\[N+](=O)[O-])NCCSCc1csc(CN(C)C)n1,6%[25.6 µM],.,-4%[25.6 µM],0[20.6 µM]
CCSc1cc(N2CC(C)OC(C)C2)nc(-c2ccccc2Cl)n1 (stereo not given),0%,-27,-2%,15
Cc1nc2ccccc2n1S(=O)(=O)c1ccc(S(=O)(=O)N2CCCCCC2)cc1,-2%,4,-1%,-6
CCOC(=O)N1CCN(C(=O)Nc2ccc3nc(C)c(C)nc3c2)CC1,-16%,-3,-20%,3
CC(Oc1cccc(Cl)c1)C(=O)Nc1ccc([N+](=O)[O-])cn1 (stereo not given),.,-14,-3%,.
COc1ccc(C(=O)CSc2cc(C)nc3nc(C)nn23)cc1OC,0%,28,-1%,-1
CCC(C(=O)NC1CCCC1)N(Cc1cccs1)C(=O)Cn1nnc(-c2ccc(OC)c(OC)c2)n1 (stereo not given),.,?,-3%,1
CC(=O)OC[C@H]1O[C@H](CCO/N=C(\C)CCN2CCCc3nc(C)c(C)cc32)C=C[C@@H]1OC(C)=O,.,20,0%,.
O=C(CSc1nc2ccccc2[nH]1)Nc1ccc2c(c1)CCC2,.,58,5%,.
Cc1ccc(S(=O)(=O)/N=C(\c2ccc(F)cc2)n2c(C)nc3ccccc32)cc1,4%,-18,3%,-1
